RGS12 GoLoco inh: blocks human Gai1 binding to RGS12 GoLoco peptide, red readout. P63096. Gai1:RGS12 GoLoco peptide FP, rhodamine, 10 min. Potency, µM (top dose mostly 61.6 µM), for inactives: at the highest dose activity, negative = inhibition, usual class: inhibitors. hit rate 0.44% among 230,000. AID 880; active = well fitted inhibition curve with a large enough effect, not every such curve was filed as active; inactive = no such curve, though single readings can be large or run the other way; also: nearly all actives have a fitted effect of over 30% in size; many of its hits are not listed in these tables
TexasRed fluor: counter-screen for TRb-SRC2 inhibitors: fluorescence interference; TRb/SRC2 Texas Red total fluorescence interference; Potency, µM (series often up to 106 µM), for the others: at the top dose fluorescence change, negative = quenching; hit rate 0.29% among 280,000; active = well fitted curve in either direction with a large enough effect; inconclusive = small, poorly fitted or top-dose-only effect
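Human TRβ ligand-binding domain (0.6 uM) and Texas Red SRC2 peptide (20 nM) in Tris buffer with 1 uM T3 and 5% DMSO were incubated with pinned compound for 5 hr at ambient temperature. Total fluorescence was computed as S + 2P (555/632 nm).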
Tau FP inhib: inhibitors of human tau fibril formation; P10636; K18 P301L tau heparin fibrillization, Alexa594 FP, 6 h; Potency, µM (highest dose often 57.7 µM), without a hit: at the highest dose activity, negative = inhibition, most hits filed as inhibitors; hit rate 0.39% among 280,000; AID 1468; also: nearly all actives have a fitted effect of over 55% in size
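Recombinant K18 P301L […], labeled with Alexa 594 at 0.24 uM over 15 uM unlabeled; heparin inducer 20 uM final; 37 C, 6 hr; FP endpoint.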
TRb-SRC2 inh: inhibitors of human thyroid hormone receptor beta-SRC2 interaction; P10828; TRbeta-SRC2 peptide binding, fluorescence polarization; receptor liganded with 1 µM T3; Potency, µM (doses to about 106 µM), for inactives: at the top dose activity change, negative = inhibition, actives largely listed as inhibitors; hit rate 0.065% among 280,000;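 also: plate controls were bound peptide for no effect and peptide without receptor for full effect; nearly all actives have a fitted effect of over 50% in size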
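Human TRb ligand-binding domain (0.6 uM) is mixed with 20 nM Texas Red SRC2 peptide and 1 uM T3; after compound addition and 5 hr at ambient temperature, polarization is measured and normalized to unbound and bound controls.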
JMJD2E inh: blocks human JMJD2E demethylase activity. B2RXH2. JMJD2E catalytic domain, FDH-coupled NADH fluorescence (FDH is formaldehyde dehydrogenase). Potency, µM (series often up to 57.1 µM), for inactives: at the top dose activity change, negative = inhibition, hits mostly inhibitors. hit rate 1.6% among 230,000. AID 2147; active = well fitted inhibition curve with a large enough effect, not every such curve was filed as active; inconclusive = small, poorly fitted or top-dose-only effect, or another doubt; inactive = no such curve, though single readings can be large or run the other way;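 also: 0% = wells with enzyme and -100% = buffer wells without enzyme; nearly all actives have a fitted effect of over 50% in size; many of its hits are not listed in these tables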
Target sequence (B2RXH2 1-337 limits assumed): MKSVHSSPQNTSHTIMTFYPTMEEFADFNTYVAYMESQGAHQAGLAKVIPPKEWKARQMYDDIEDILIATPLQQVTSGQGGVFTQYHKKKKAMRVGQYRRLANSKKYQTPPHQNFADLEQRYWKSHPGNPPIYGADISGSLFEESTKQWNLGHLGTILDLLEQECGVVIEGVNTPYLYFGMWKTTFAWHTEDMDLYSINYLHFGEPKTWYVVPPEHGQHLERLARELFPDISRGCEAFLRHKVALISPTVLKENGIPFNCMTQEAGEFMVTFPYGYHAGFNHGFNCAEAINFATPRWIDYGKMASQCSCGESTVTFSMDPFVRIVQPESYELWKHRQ
L3MBTL1 inh: L3MBTL1 (human) inhibition | hit rate 0.66% among 230,000 | Q9Y468 | AID 485360 | Potency, µM (titrated, usually from 57.1 µM), for inactives: at the highest dose activity, negative = inhibition, actives largely listed as inhibitors | AlphaScreen L3MBTL1–H3K9me1 peptide binding; also: nearly all actives have a fitted effect of over 60% in size
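Displacement of a biotinylated histone H3(1-15) peptide monomethylated at Lys9 (75 nM) from L3MBTL1 (50 nM) was measured by AlphaScreen after a 30 min room-temperature compound incubation; cefsulodin titration served as intraplate control.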
Tau fibril ThT: tau fibrillization inhibition (ThT binding) | recombinant tau K18 P301L (four-repeat tau fragment), heparin-induced fibrillization, ThT fluorescence | Potency, µM (series often up to 57.4 µM), for inactives: top-dose activity, negative = inhibition, hits mostly inhibitors | hit rate 2.1% among 270,000; also: nearly all actives have a fitted effect of over 55% in size
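K18 P301L tau (15 uM + 0.24 uM Alexa 594-tagged), heparin 20 uM, NaOAc pH 7, 6 h 37 C; ThT 30 uM, 1 h RT, ex 450/em 510 nm.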
RECQ1 inh: blocks DNA unwinding by human RECQ1; RECQ1 DNA unwinding, red fluorescence kinetic read; P46063; AID 2549; hit rate 0.54% among 240,000; Potency, µM (series often up to 57.3 µM), for the others: top-dose activity, negative = inhibition, most hits filed as inhibitors;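 also: plate controls were vehicle for no effect and no enzyme for full effect; nearly all actives have a fitted effect of over 30% in size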
Target sequence (P46063 whole entry, looked up): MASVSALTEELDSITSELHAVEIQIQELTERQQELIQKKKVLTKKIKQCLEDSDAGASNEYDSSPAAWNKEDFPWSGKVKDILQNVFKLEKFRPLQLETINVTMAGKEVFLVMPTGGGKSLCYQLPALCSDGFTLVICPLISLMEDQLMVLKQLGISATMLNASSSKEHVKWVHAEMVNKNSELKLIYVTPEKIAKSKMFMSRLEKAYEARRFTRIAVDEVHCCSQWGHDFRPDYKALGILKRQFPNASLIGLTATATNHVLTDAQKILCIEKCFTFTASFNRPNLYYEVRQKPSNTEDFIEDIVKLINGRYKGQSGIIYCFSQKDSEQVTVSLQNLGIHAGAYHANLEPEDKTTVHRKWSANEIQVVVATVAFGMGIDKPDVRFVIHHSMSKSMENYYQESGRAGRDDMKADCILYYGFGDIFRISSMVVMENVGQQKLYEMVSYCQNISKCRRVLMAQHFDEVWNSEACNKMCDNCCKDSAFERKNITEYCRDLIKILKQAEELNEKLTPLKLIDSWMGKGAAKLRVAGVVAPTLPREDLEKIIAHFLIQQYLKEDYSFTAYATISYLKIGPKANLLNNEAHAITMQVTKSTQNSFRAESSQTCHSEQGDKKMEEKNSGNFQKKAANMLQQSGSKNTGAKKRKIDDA
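50 nM RECQ1T1 preincubated 15 min with compound in Tris pH 8.0 buffer with MgCl2, DTT, Tween-20 and 2.5 ug/ml poly(dI-dC); started with 200 nM TAMRA/BHQ-2 forked duplex and 2 mM ATP. Unwinding read as fluorescence (525/598 nm), two reads 2 h apart.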
Starred values were filed as active, the others as inactive; i = inactive; ? = inconclusive; nt = not tested or not shown; [ ] = dose if it differs, or a comment. Unless noted, calls follow the shape of the dose curve; as a rule, active = well fitted curve in the direction sought with a large enough effect; inconclusive = small, poorly fitted or top-dose-only effect, or another doubt; inactive = no such curve, though single readings can be large; an effect the other way counts as inactive or inconclusive. Unless noted, % is scaled to controls: 0 for no effect and ±100 for the full control effect; potency is read from the fitted curve at half-maximal effect. The list is partial; the hit share may differ from the screen's.

SMILES	RGS12 GoLoco inh	TexasRed fluor	Tau FP inhib	TRb-SRC2 inh	JMJD2E inh	L3MBTL1 inh	Tau fibril ThT	RECQ1 inh
CCSc1nnc(-c2cccc(S(=O)(=O)N(C)C)c2)n1-c1cc(OC)ccc1OC	-3%	-1%	5%	-5%	0%	0%	-2%	-7%
COc1ccc(-c2noc(CN(C(=O)C(C)Oc3ccc(C)cc3)C(C)C)n2)cc1 (stereo not given)	nt	-3%	2%	7%	nt	nt	-17%	nt
CCC(C)C(=O)OC1CC(C)C=C2C=CC(C)C(CCC3CC(O)CC(=O)O3)C21 (stereo not given)	1%	-2%	3%	-7%	6%	nt	0%	-4%
CCOc1ccc(CN2CCN(Cc3cc4c(cc3Cl)OCO4)CC2CCO)cc1 (stereo not given)	11%	-3%	-1%	1%	-1%	-2%	-13%	-15%
CCOC(=O)C(C)(C)NS(=O)(=O)c1ccc(Cl)c([N+](=O)[O-])c1	5%	?	4%	-3%	-12%	6%	-10%	-10%
CC(=O)c1cccc(NC(=O)CCS(=O)(=O)c2cccc3nsnc23)c1	29%	0%	?	-1%	2%	nt	?	i
CCCc1nc2ccccc2c(C(=O)OC2CCOC2=O)c1CC (stereo not given)	-1%	3%	1%	-2%	3%	-3%	-1%	-12%
COc1ccc(NC(=O)CN2C(=O)COc3ccc(S(=O)(=O)Nc4ccccc4)cc32)cc1OC	nt	-5%	?	5%	nt	nt	?	nt
CC(C)Oc1ccc(C(=O)NC(=S)N2CCOCC2)cc1	-2%	-3%[53 µM]	4%	-4%[53 µM]	-6%	3%	10%	-7%
Cn1c(=O)c2c(nc(N3CCOCC3)n2CCCNC2=NCCCCC2)n(C)c1=O	1%	0%	5%	-17%	2%	nt	-1%	11%
O=C(c1sc2cc([N+](=O)[O-])ccc2c1Cl)N1CCCCC1	-3%	-1%	?	4%	-4%	-11%	?	-5%
CCc1cc2c(=O)c(-c3ccc(F)cc3)c(C)oc2cc1OCC(=O)O	-3%	-2%	-5%	1%	-1%	-1%	?	-7%
CN(C)/N=C/c1ccc(OC(=O)c2cccc([N+](=O)[O-])c2)cc1	17%	-2%	-9%	-4%	-20%	-2%	?	i
C=CCn1c(C)nc2ccccc2c1=O	-4%	-1%	-7%	3%	-17%	-1%	-1%	11%
Cc1ccc(CSc2ncnc3c2cnn3Cc2ccccc2)cc1	-2%	0%	2%	-2%	-1%	nt	-2%	16%
Cc1cccc(-n2cnc3c(sc4nc(N5CCOCC5)c5c(c43)CCCC5)c2=O)c1	8%	-1%	-7%	0%	?	-5%	-10%	-9%
C(=N\Nc1nc(N2CCOCC2)nc(N2CCOCC2)n1)/c1ccncc1	-2%	4%	-3%	3%	-7%	6%	-6%	-4%
CCOC(=O)Cc1csc2nc(-c3ccccc3)nn12	-7%	0%	-3%	9%	4%	10%	-4%	-9%
COc1cc(C)c(/C=C(\C#N)C(=O)Nc2ccc(C)cc2)cc1C(C)C	6%	1%	5%	2%	6%	4%	1%	-7%
Cc1ccc(C)c(NC(=O)Cc2ccc(S(=O)(=O)N3CCCCC3)s2)c1	147%[activator]	-1%	8%	5%	0%	-12%	3%	-4%
COc1ccc(NC(=O)C/C(C)=N/NC(=O)c2ccncc2)c([N+](=O)[O-])c1	9%	-1%	-5%	-4%	7%	-21%	?	-5%
O=C(CSc1nc2c(sc3ccccc32)c(=O)n1CCCN1CCOCC1)NCC1CCCO1 (stereo not given)	-1%	-1%	-2%	1%	-11%	nt	7%	-5%
CCC(=O)Nc1ccc(Oc2ccc(NC(=O)CC)c(NC(=O)CC)c2)cc1	7%	-2%	5%	2%	4%	nt	-4%	-5%
COC(=O)C1=C(C)N=c2s/c(=C/c3cccs3)c(=O)n2C1c1cccs1 (stereo not given)	15%	3%	4%	8%	4%	4%	-18%	-10%

Reprinted at random: five compounds from above, in no set order.
SMILES	RGS12 GoLoco inh	TexasRed fluor	Tau FP inhib	TRb-SRC2 inh	JMJD2E inh	L3MBTL1 inh	Tau fibril ThT	RECQ1 inh
CN(C)/N=C/c1ccc(OC(=O)c2cccc([N+](=O)[O-])c2)cc1	17%	-2%	-9%	-4%	-20%	-2%	?	i
Cc1ccc(C)c(NC(=O)Cc2ccc(S(=O)(=O)N3CCCCC3)s2)c1	147%[activator]	-1%	8%	5%	0%	-12%	3%	-4%
COc1cc(C)c(/C=C(\C#N)C(=O)Nc2ccc(C)cc2)cc1C(C)C	6%	1%	5%	2%	6%	4%	1%	-7%
COc1ccc(NC(=O)C/C(C)=N/NC(=O)c2ccncc2)c([N+](=O)[O-])c1	9%	-1%	-5%	-4%	7%	-21%	?	-5%
O=C(CSc1nc2c(sc3ccccc32)c(=O)n1CCCN1CCOCC1)NCC1CCCO1 (stereo not given)	-1%	-1%	-2%	1%	-11%	nt	7%	-5%

New compounds follow:
SMILES	RGS12 GoLoco inh	TexasRed fluor	Tau FP inhib	TRb-SRC2 inh	JMJD2E inh	L3MBTL1 inh	Tau fibril ThT	RECQ1 inh
CC(=O)N/C(=C\c1ccc(F)cc1)C(=O)NC(Cc1c[nH]c2ccccc12)C(=O)O (stereo not given)	7%	-3%	3%	-8%	-3%	13%	-7%	1%
Cc1c(C2C(C#N)=C(N)OC3=C2C(=O)CCC3)cnn1C (stereo not given)	9%	-4%	-9%	-3%	2%	8%	-10%	0%
C/C(=N\Nc1ccc(S(=O)(=O)Nc2ccccc2)cc1[N+](=O)[O-])c1ccc(N2CCOCC2)cc1	14%	0%	16%	6%	6%	-3%	?	i
c1ccc(-c2nc(-c3ccc(-c4ccon4)s3)no2)cc1	39%[activator]	1%	-3%	3%	?	11%	?	-12%
O=C(CCC(=O)Nc1ccccc1)NNC(=O)CCc1ccccc1	-7%	-1%	-4%	4%	-6%	6%	-4%	5%
Cc1csc(Nc2ccccc2)[n+]1C	2%	-4%	9%	-3%	7%	-2%	1%	0%
CCN(CC)S(=O)(=O)c1ccc(OCC(=O)NCc2ccco2)cc1	-10%	1%	-5%	2%	-5%	-11%	-4%	-5%
Cc1ccc(CNc2nc3ccc(Cl)cc3n3cnnc23)cc1	nt	1%	6%	-2%	nt	nt	?	nt
CCN(CC)c1ccc(/C=N/NC(=O)c2cnccn2)c(O)c1	-12%	-3%	9%	-5%	10µM*	-21%	5.6µM*	-8%
CCc1ccc2oc(=O)cc(CN3CCOCC3)c2c1	-3%	-5%	5%	-7%	-9%	nt	-3%	i
CCCCNC(=O)c1ccc2c(c1)ncn2-c1cc(OC)ccc1OC	nt	6%	4%	6%	nt	nt	0%	nt
COc1cccc(C2CC(c3ccccc3C)n3nc(N)nc3N2)c1 (stereo not given)	6%	-3%	-5%	1%	1%	6%	-10%	?
Cc1ccc(NS(=O)(=O)c2ccc3c(c2)NC(=O)CC(=O)N3)cc1C	-4%	-2%	9%	4%	8%	-16%	1%	-2%
COC(=O)c1cnn(C(=O)c2cc(OC)ccc2Br)c1N	9%	-3%	1%	-12%	-1%	2%	-7%	i
COc1cc(-c2nc(-c3ccc4c(c3)-c3ccccc3S4(=O)=O)c(-c3ccccc3)[nH]2)cc(OC)c1OC	2%	-3%	11%	2%	?	nt	-6%	-18%
O=C(O)CSC12CC3CC(C1)CC(C(=O)O)(C3)C2	-6%	0%	-4%	-28%	-12%	31%[activator]	-5%	-5%
CNc1oc(-c2ccccc2Cl)nc1C#N	16%	1%	2%	-10%	?	-3%	-8%	i
O=c1[nH]c(/C=C\c2cccnc2)c([N+](=O)[O-])c(=O)[nH]1	-2%	-7%	-7%	-8%	-6%	nt	-12%	-11%
CCOC(=O)c1ccc(N=C2SC(C(=O)NC)CC(=O)N2CCc2ccccc2)cc1 (stereo not given)	17%	1%	-6%	10%	-3%	3%	-3%	-5%
CC1CCCC(C)N1NC(=S)Nc1ccc(OC(F)F)cc1 (stereo not given)	-30%	1%	1%	-12%	-1%	33%[activator]	5%	-11%
O=C(/C=C/c1ccco1)NCC1COc2ccccc2O1 (stereo not given)	29%	-2%	12%	-9%	4%	-21%	-3%	-7%
CC(=O)Nc1ccc(OC(=O)c2cccs2)cc1	1%	-4%	2%	-9%	6%	-4%	-7%	-1%
Cc1ccc(C)c(Cn2nnc3c(=O)[nH]c(C4CCCN(C(=O)C5CCCCC5)C4)nc32)c1 (stereo not given)	7%	-3%	-4%	5%	-7%	nt	?	i
O=C1CCC2(CC1)NC(=O)N(c1ccccc1)N2	0%	0%	9%	7%	0%	6%	-8%	?
CCC1(CC)Cc2ccccc2-c2nc(NCCO)[nH]c(=O)c21	0%	2%	-1%	-1%	?	-3%	0%	i
COC(=O)C1=C(C)NC(=O)CC1c1ccc(F)c(Br)c1 (stereo not given)	0%	-8%	4%	-4%	4%	nt	-6%	7%
c1coc(CNc2c3c(nc4ccccc24)CCC3)c1	3%	0%	-4%	2%	-9%	-17%	-1%	-4%

Three compounds already listed, arranged by heavy-atom count, lowest first:
SMILES	RGS12 GoLoco inh	TexasRed fluor	Tau FP inhib	TRb-SRC2 inh	JMJD2E inh	L3MBTL1 inh	Tau fibril ThT	RECQ1 inh
COC(=O)C1=C(C)NC(=O)CC1c1ccc(F)c(Br)c1 (stereo not given)	0%	-8%	4%	-4%	4%	nt	-6%	7%
Cc1ccc(NS(=O)(=O)c2ccc3c(c2)NC(=O)CC(=O)N3)cc1C	-4%	-2%	9%	4%	8%	-16%	1%	-2%
CCOC(=O)c1ccc(N=C2SC(C(=O)NC)CC(=O)N2CCc2ccccc2)cc1 (stereo not given)	17%	1%	-6%	10%	-3%	3%	-3%	-5%

Source: PubChem BioAssay
